NOD2 RIPK2 PPI: blocks binding of human NOD2 to RIPK2 | O43353 | inhibition, % at 4.98 µM | AID 624267 | actives 0.38% (n = 360,000) | CHO BLA complementation NOD2-RIPK2, CCF4 ratio; in the data active means inhibition above about 21%;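 further: 0% = vehicle only and 100% = reference blocker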
Vif inh: HIV Vif inhibition; HEK293T cells, Vif self-association by quenched fluorescence, imaging, 24 h; inhibition, % at 7.49 µM; actives 0.35% (n = 340,000); in the data active means inhibition above about 50%, passing the limit was not always enough; further: some results filed as inactive read as strong as hits
TLR9-MyD88 inh: TLR9-MyD88 interaction inhibition; Q9NR96+Q99836; CHO BLA complementation TLR9-MyD88, CCF4 FRET ratio; inhibition, % at 4.98 µM; actives 0.21% (n = 340,000); AID 504734;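 active means inhibition above the mean over all tested compounds plus 3 SD, cut at about 21% in these data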;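 further: 0% = DMSO only wells and 100% = clavulanate BLA inhibitor control wells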
Target sequence (Q99836 whole entry, looked up): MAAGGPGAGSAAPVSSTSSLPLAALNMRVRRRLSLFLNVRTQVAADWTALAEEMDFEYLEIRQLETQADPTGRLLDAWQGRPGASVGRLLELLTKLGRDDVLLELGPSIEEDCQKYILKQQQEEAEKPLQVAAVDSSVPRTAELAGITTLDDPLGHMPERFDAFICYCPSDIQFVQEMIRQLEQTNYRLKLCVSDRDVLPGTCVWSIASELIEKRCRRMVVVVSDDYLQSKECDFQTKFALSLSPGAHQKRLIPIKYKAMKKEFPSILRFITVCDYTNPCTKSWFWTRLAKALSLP
Target sequence (Q9NR96 whole entry, looked up): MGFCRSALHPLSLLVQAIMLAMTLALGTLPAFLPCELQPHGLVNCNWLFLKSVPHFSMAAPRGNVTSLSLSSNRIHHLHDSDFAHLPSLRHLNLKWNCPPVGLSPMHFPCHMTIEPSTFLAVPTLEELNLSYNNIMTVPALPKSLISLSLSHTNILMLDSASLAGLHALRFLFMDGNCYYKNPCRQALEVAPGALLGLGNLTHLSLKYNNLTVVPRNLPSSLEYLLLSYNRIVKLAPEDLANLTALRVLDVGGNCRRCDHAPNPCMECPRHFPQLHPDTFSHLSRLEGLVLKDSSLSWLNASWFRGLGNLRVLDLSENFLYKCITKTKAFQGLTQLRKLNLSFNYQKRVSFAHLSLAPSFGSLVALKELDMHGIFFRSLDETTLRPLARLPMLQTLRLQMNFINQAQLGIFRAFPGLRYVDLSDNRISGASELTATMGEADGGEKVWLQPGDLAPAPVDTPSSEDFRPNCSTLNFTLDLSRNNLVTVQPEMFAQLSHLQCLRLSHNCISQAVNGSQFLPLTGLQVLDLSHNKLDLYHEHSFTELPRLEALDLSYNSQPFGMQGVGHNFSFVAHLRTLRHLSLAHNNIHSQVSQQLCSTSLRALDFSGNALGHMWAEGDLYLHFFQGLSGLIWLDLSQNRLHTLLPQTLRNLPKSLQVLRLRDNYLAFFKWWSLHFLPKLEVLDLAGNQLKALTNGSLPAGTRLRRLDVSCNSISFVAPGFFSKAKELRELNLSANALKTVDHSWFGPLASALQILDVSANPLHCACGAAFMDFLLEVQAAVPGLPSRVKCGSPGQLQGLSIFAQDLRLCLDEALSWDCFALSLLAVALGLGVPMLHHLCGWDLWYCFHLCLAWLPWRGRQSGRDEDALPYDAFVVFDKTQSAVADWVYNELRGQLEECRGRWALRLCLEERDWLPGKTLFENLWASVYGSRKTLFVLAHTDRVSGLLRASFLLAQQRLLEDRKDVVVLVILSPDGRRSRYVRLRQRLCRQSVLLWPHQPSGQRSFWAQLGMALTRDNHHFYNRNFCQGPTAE
Exocytosis inh: blocks lytic granule exocytosis. TALL-104 LAMP-1 surface exposure, flow cytometry; cells stimulated with thapsigargin and PMA. inhibition, % at 10 µM. actives 0.66% (n = 360,000). AID 651702;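 active means inhibition above about 55%, limit read from the data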
Glyco luc inh: blocks N-linked glycosylation in D54 reporter cells. D54 ERlucT glycosylation luciferase reporter, 24 h; percent of 100 nM tunicamycin response. reporter increase, % at 12.5 µM. actives 0.23% (n = 360,000). AID 588692;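 active means mean luciferase reporter signal, scaled so untreated is 0 and the glycosylation-blocking control 100, at or above a set limit in every replicate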;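 further: luciferase carries N-glycosylation sites so blocking glycosylation raises the light; 0% = median of neutral control wells and 100% = median of 100 nM tunicamycin wells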
aDG glyco up: alpha-DG glycosylation activation; Pro5-aDG cells, alpha-DG glycosylation AlphaScreen (IIH6); 0% Pro5, 100% B10-LARGE cell signal; activation, % at 10 µM; actives 0.22% (n = 360,000);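 active means activation of at least 8% versus controls, or a plate z-score of at least 8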;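 further: Pro5 are CHO cells carrying HIG-tagged alpha-DG that lacks glycosylation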
ABHD5-PLIN5 inh: ABHD5-PLIN5 protein interaction inhibition; Split G. princeps luciferase complementation, luminescence, 4 h; inhibition, % at 4 µM; actives 0.78% (n = 360,000); AID 602281;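 active means inhibition above the mean inhibition across every tested compound plus 3 SD, cut at about 22% in these data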;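 further: 0% = DMSO only wells and the 100% control is not disclosed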
ABCB6 inh 2: human ABCB6 transporter inhibition; Q9NP58; K562-ABCB6 porphyrin accumulation, flow cytometry, 1 h; hits give low values; fluorescence ratio to DMSO, % at 10 µM; actives 0.19% (n = 360,000);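 active means fluorescence ratio to DMSO below 75%, the collection mean minus 3 SD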;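 further: signal is porphyrin accumulated inside mitochondria; 100% equals median channel fluorescence of DMSO control wells; lower ratio means ABCB6 inhibition with less porphyrin fluorescence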
MC4R antagonist: blocks human MC4R cAMP signaling; actives 0.48% (n = 360,000); P32245; inhibition, % at 6.5 µM; MC4R-expressing cells, MTII-stimulated cAMP, LANCE TR-FRET;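 active means inhibition above its plate's cutoff, the mean of tested wells on that plate plus 3 SD, cut at about 29% in these data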;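 further: 0% = Melanotan II alone and 100% = Melanotan II plus saturating MCL0020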
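System – human MC4R-expressing U2OS cells · Also added – Melanotan II · Dosing – one concentration, 6.5 µM nominal · Timing – 30-min compound, 1-h challenge, 1-h detection, room temperature · Measured by – Eu-cAMP/anti-cAMP TR-FRET, emission 671 nm · Replicates – singlicate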
MC4R ag barr: agonists of human melanocortin 4 receptor (MC4R) beta-arrestin; P32245; U2OS MC4R beta-arrestin complementation, luminescence; percent of melanotan II response, DMSO zero; activation, % at 8.9 µM; actives 0.98% (n = 360,000); AID 540308;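 active means activation above a per-plate cutoff, the mean activation of sample wells on that plate plus 3 SD, cut at about 8% in these data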
The depositor's hits bear a star; . = no result given. An excerpt, so the mix of outcomes need not match the whole.

SMILES	NOD2 RIPK2 PPI	Vif inh	TLR9-MyD88 inh	Exocytosis inh	Glyco luc inh	aDG glyco up	ABHD5-PLIN5 inh	ABCB6 inh 2	MC4R antagonist	MC4R ag barr
CN(C)CCCNC(=O)c1ccc(-c2nc(-c3ccc(Cl)cc3)cs2)cc1	9.8	18.6	2.9	39.3	-16.3	-0.7	27.2*	90.0	17.4	15.7*
CC(C)N(Cc1cnn(C)c1)Cc1nc(Cc2ccccc2Cl)no1	5.5	-4.3	-7.5	-0.3	-0.3	-0.1	3.5	96.0	-1.1	-0.4
O=C1c2ccccc2C(=O)N1Cc1cc(-c2ccccc2)no1	-1.4	10.9	15.8	0.5	3.2	0.0	-1.2	103.0	2.3	-1.0
O=C(Nc1cccc2ccccc12)OC1C=CS(=O)(=O)C1 (configuration not stated)	0.9	-15.8	-1.6	1.3	5.5	0.3	0.6	88.0	18.8	-1.1
O=C1NC(=S)SC1=Cc1ccccc1Br	11.0	-23.7	-7.5	-4.2	-1.2	0.0	4.2	94.0	-0.8	-1.8
CC(=O)CSc1ccc(S(=O)(=O)N2CCN(C)CC2)cn1	-0.8	7.8	-6.1	0.6	1.7	-0.4	-4.0	101.0	2.9	0.9
COc1ccc(C(=O)NC2CCN(C(=S)NCc3ccco3)CC2)cc1	4.8	1.2	8.9	2.0	3.4	-0.1	-4.1	102.0	-1.0	-0.8
COc1ccc(CN2CCN(C(=O)C3CC(=O)N(C4CCCCCC4)C3)CC2)c(OC)c1OC (configuration not stated)	2.3	-2.2	4.2	-2.0	-3.1	0.0	8.3	102.0	0.9	1.7
O=C(Nc1ccc(Cl)cc1)C(c1ccccc1)N1CCOCC1 (configuration not stated)	-3.2	0.0	3.5	-6.4	2.3	0.0	3.9	93.0	-1.5	-1.4
Cc1ccc(C(=O)NCC(=O)NCc2ccccc2F)s1	-8.0	-3.6	1.6	-0.9	-0.7	-0.1	-6.0	97.0	-0.3	-3.0
COc1ncc(-c2ccc(N3C(c4ccsc4)=Cc4ccccc4C3CC(C)=O)cc2)cn1 (configuration not stated)	-5.6	.	.	1.0	.	0.2	-0.6	93.0	.	.
Cc1ccc(CNC(=O)CSc2ncc(C(=O)Nc3ccccc3)c(=O)n2C)cc1	-1.6	5.5	-8.6	3.7	5.5	0.1	10.7	104.0	8.1	-0.7
CCOC(=O)N1CCN(C(=O)c2cc3sccc3n2C)CC1	-2.6	11.9	-7.8	-0.6	0.2	0.3	-0.5	95.0	4.5	0.6
C[N+]1(CC(=O)OCCCc2ccccc2)CCCC1	9.2	13.6	2.1	1.4	-0.3	-0.4	-6.3	93.0	-3.5	-3.4
CC(C)CCNC(=O)[C@H](CSCc1ccccc1)N1Cc2ccccc2C1=O	-6.2	-8.5	-1.9	-3.3	-3.4	0.1	-0.2	103.0	-3.2	0.7
CCCCCCCNC(=O)c1ccc(N2CCC3(CC2)OCCO3)c([N+](=O)[O-])c1	-1.2	6.5	-0.3	-4.5	-2.7	0.7	-1.6	95.0	4.2	-2.1
CCN(CC)S(=O)(=O)c1cccc(C(=O)N[C@H](C(=O)Nc2nc3ccc(F)cc3s2)C(C)C)c1	-7.2	-18.4	3.1	-2.9	-4.6	0.0	1.2	97.0	9.7	-2.1
COCCNC(=O)CSc1ccccc1C(=O)NC1CCCc2ccccc21 (configuration not stated)	-0.9	13.1	0.6	4.3	1.1	0.3	-6.3	95.0	9.1	-1.3
Fc1ccc2[nH]c3c(Cl)ncnc3c2c1	-3.1	9.4	0.6	-0.1	2.1	0.3	2.7	91.0	26.4	-2.5
COc1c(C)cc(C(O)c2ncc(-c3cccc4ccccc34)[nH]2)cc1C (configuration not stated)	5.0	-2.9	.	-1.0	14.7	0.0	-2.1	88.0	-8.9	-1.7

Reprinted at random: 6 records from the list.
SMILES	NOD2 RIPK2 PPI	Vif inh	TLR9-MyD88 inh	Exocytosis inh	Glyco luc inh	aDG glyco up	ABHD5-PLIN5 inh	ABCB6 inh 2	MC4R antagonist	MC4R ag barr
CCN(CC)S(=O)(=O)c1cccc(C(=O)N[C@H](C(=O)Nc2nc3ccc(F)cc3s2)C(C)C)c1	-7.2	-18.4	3.1	-2.9	-4.6	0.0	1.2	97.0	9.7	-2.1
COc1ncc(-c2ccc(N3C(c4ccsc4)=Cc4ccccc4C3CC(C)=O)cc2)cn1 (configuration not stated)	-5.6	.	.	1.0	.	0.2	-0.6	93.0	.	.
COCCNC(=O)CSc1ccccc1C(=O)NC1CCCc2ccccc21 (configuration not stated)	-0.9	13.1	0.6	4.3	1.1	0.3	-6.3	95.0	9.1	-1.3
COc1c(C)cc(C(O)c2ncc(-c3cccc4ccccc34)[nH]2)cc1C (configuration not stated)	5.0	-2.9	.	-1.0	14.7	0.0	-2.1	88.0	-8.9	-1.7
Cc1ccc(CNC(=O)CSc2ncc(C(=O)Nc3ccccc3)c(=O)n2C)cc1	-1.6	5.5	-8.6	3.7	5.5	0.1	10.7	104.0	8.1	-0.7
CCOC(=O)N1CCN(C(=O)c2cc3sccc3n2C)CC1	-2.6	11.9	-7.8	-0.6	0.2	0.3	-0.5	95.0	4.5	0.6

Following part.
SMILES	NOD2 RIPK2 PPI	Vif inh	TLR9-MyD88 inh	Exocytosis inh	Glyco luc inh	aDG glyco up	ABHD5-PLIN5 inh	ABCB6 inh 2	MC4R antagonist	MC4R ag barr
CCn1cc(CCCC(=O)NCc2cccc(OC)c2)c2ccccc21	2.1	-9.8	5.1	10.4	-0.4	0.1	-4.5	100.0	11.0	-1.7
COC(=O)[C@]1(C)N[C@H](CN(C)C(=O)COc2ccccc2)[C@@H]2C(=O)N(C)C(=O)[C@@H]21	-13.1	-3.6	-2.5	-0.7	3.0	0.0	3.7	98.0	11.3	0.5
CCCCNC(=O)CN1C(=O)NC2(CCOc3ccccc32)C1=O (configuration not stated)	-7.6	-9.5	-4.8	-0.6	2.4	-0.2	-12.0	99.0	18.5	2.5
CCN(CCS(=O)(=O)c1ccc(Cl)cc1)C(=O)Nc1ccc(Cl)cc1	-5.2	-4.5	1.7	0.3	1.4	0.0	9.0	94.0	3.0	-0.4
CC(=O)NNC(=S)NC(=O)c1cccc([N+](=O)[O-])c1	-4.2	10.2	7.0	24.5	0.6	0.1	2.8	106.0	4.7	1.5
Cc1ccc(NC(=O)COC(=O)c2c[nH]c3ccccc23)cc1C	6.3	-3.8	10.3	3.9	-1.5	-0.2	-1.6	92.0	4.1	0.6
O=C(O)c1ccccc1C(=O)Nc1ccc(-n2nccc2C(F)(F)F)cc1	-0.7	2.0	-2.9	-6.0	1.0	0.0	0.8	102.0	0.8	0.2
COc1ccccc1NC(=O)c1ccc2c(c1)C(=O)N(c1ccccc1OC)C2=O	-4.7	-6.5	-11.8	-1.1	-1.4	0.1	7.0	101.0	7.5	0.4
O=C(/C=C/c1ccc(Cl)cc1Cl)N1CCN(c2ccccc2[N+](=O)[O-])CC1	2.0	-3.5	-10.6	1.8	-0.4	-0.1	-0.5	93.0	1.3	-1.8
COc1ccc(CCNC(=O)c2ccc(CS(=O)(=O)c3ccc(C)cc3)o2)cc1OC	0.9	-31.2	-4.6	-0.2	-4.4	-0.2	1.5	94.0	1.6	-1.3
COc1ccccc1NC(=O)Cn1cnc2c(oc3nc4c(cc32)CCCC4)c1=O	-4.8	6.9	-2.8	6.9	-2.0	1.0	-1.7	99.0	9.2	-0.9
O=C(CN1CCN(Cc2ccccc2F)C1=O)NCc1cccnc1	-12.5	.	2.4	9.4	-0.1	0.1	-4.2	98.0	-6.9	-0.1
O=C(O)c1ccccc1Nc1ccc([N+](=O)[O-])cc1C(=O)O	5.7	-3.4	5.5	4.5	1.3	-0.2	1.3	93.0	7.1	-1.3
O=C(CN1CCCC1)Nc1ccc(-c2nc3cc(NC(=O)CN4CCCC4)ccc3o2)cc1	1.8	-2.8	-0.8	0.4	-9.3	0.7	2.4	91.0	-3.7	-0.9
CCCNC(=O)Cn1nc(-c2ccccc2OC)ccc1=O	6.5	1.1	1.6	-10.0	-1.7	-0.1	-3.1	95.0	12.8	-1.6
CC1CCCN(C(=O)COC(=O)CNS(=O)(=O)c2ccc3ccccc3c2)C1 (configuration not stated)	0.1	-12.8	-5.8	7.7	1.6	0.2	-4.4	85.0	13.1	-1.9
CCOC(=O)[C@]12CCCC=C1N(Cc1ccccc1)C(=O)[C@H](CC(=O)NCC13CC4CC(CC(C4)C1)C3)C2	-14.2	.	.	3.6	.	-0.1	-11.4	.	.	.
CCC1CCCCN1CCCNC(=O)c1cc2c(=O)oc3ccc(C)cc3c2s1 (configuration not stated)	9.2	-3.4	0.4	2.6	-3.7	0.0	-3.9	99.0	12.3	-1.2
COc1ccccc1NC(=O)Nc1sccc1-c1nc2ccccc2s1	8.7	-0.8	.	19.1	-1.9	1.5	-21.0	122.0	3.0	3.1
CC1CN(c2ncnc3c2oc2ccccc23)CC(C)O1 (configuration not stated)	-3.4	-6.8	-6.5	-5.5	3.9	-0.2	-4.4	94.0	-0.1	2.0
C/C(=N\N=C1\NC(=O)C(Cc2ccccc2)S1)c1ccccc1 (configuration not stated)	11.6	-2.9	-4.4	-15.0	0.1	-0.2	-3.6	98.0	8.9	7.9
CCCC(=O)Nc1sc(C)c(-c2ccc(OC)cc2)c1C#N	-1.2	3.4	7.9	-3.1	-1.3	0.2	-2.8	100.0	-3.2	-1.3
CCCCC(CCCCl)C(=O)Nc1ccccc1 (configuration not stated)	7.8	4.0	-6.2	-2.0	-2.6	0.2	-9.8	100.0	-2.3	-0.9
O=C(O)C1CCN(c2ccc(Cl)nn2)CC1	-14.3	-2.9	-0.8	14.8	-0.9	-0.3	-1.2	95.0	2.9	-0.4
O=C(CSc1nccc(-c2cccs2)n1)Nc1cccc(Cl)c1Cl	0.0	-6.1	-3.1	-5.1	-0.3	0.0	-0.5	99.0	5.2	2.4
CCN(CCNC(=O)Cn1cc2c(n1)CCCC2)c1ccccc1	-1.7	15.6	-14.1	1.4	-1.8	-0.2	6.9	98.0	1.6	-1.4
Cc1ccc(CCN2CC(C(=O)NCCCN3CCCCC3)CC2=O)cc1 (configuration not stated)	-4.9	0.0	3.3	-1.8	-0.2	2.8	4.8	96.0	-0.9	-0.2
C=CCN(Cc1nc(-c2ccccc2)no1)C(=O)c1ccoc1C	8.7	-7.3	-6.8	0.9	-1.4	0.1	2.4	97.0	5.5	-3.3
COc1ccccc1Cc1c(C2CCCCC2)nc2ccc(C)cn12	-10.1	.	.	-1.4	2.9	-0.3	1.2	106.0	.	.
Cc1sc2nc(CSCC(=O)N(CCC#N)c3ccccc3F)[nH]c(=O)c2c1C	-9.4	5.1	-11.4	-5.0	2.5	0.4	-1.6	100.0	5.0	-2.3
CCOc1ccc2sc(NS(=O)(=O)c3ccc(N)cc3)nc2c1	0.2	-11.2	6.0	4.2	0.9	0.6	5.1	95.0	-3.1	-1.5
CCN(CC)S(=O)(=O)c1cc(NS(=O)(=O)c2c(Cl)cccc2Cl)ccc1C	-8.9	11.1	-6.4	-0.3	1.6	-0.2	-1.6	101.0	-2.0	0.4
Cc1nc(C(=O)N(C)C)nn1-c1ccc(Cl)cc1Cl	3.6	0.8	3.4	-4.5	-0.1	-0.2	-1.2	98.0	0.7	-0.8
O=C1CS/C(=N\N=C\c2ccccc2Cl)N1CC1CC1	5.1	1.2	2.7	-12.3	-1.6	-0.2	0.8	101.0	12.2	0.3
COc1cc(NC(=O)c2ccco2)c(C(=O)O)cc1OC	-11.0	15.9	-8.7	-3.7	1.9	0.0	1.7	106.0	4.7	2.6

Source: PubChem BioAssay
